GLP1R cytotox: cytotoxic in the GLP-1 receptor inverse agonist counter-screen. HEK293 cAMP-luciferase reporter cells, luminescence, 24 h. Potency, µM (series often up to 38.3 µM), for the others: at the top dose activity change, negative = inhibition, usual class: inhibitors. 410,000 tested, 0.13% active. AID 624418;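 note: loss of luciferase light is scored as toxicity; potency is the fitted concentration of half-maximal effect; % is set by controls: 0 for no effect and ±100 for the full control effect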
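To flag toxic compounds, the library was rerun on cells for 24 hr at 37 deg C and 5% CO2. Viability-linked luminescence was captured 12 min after adding luciferase detection reagent.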
GLP-1R agonist: agonists of human GLP-1 receptor. 380,000 tested, 0.007% active. HEK293 GLP-1R CRE-luciferase, luminescence, 4-6 h; cells express a hypersensitive GLP-1R form. Potency, µM (series often up to 45.6 µM), without a hit: at the top dose activation, most hits filed as activators. AID 624172. P43220; note: potency is the fitted concentration of half-maximal effect; % of control where 0% means no effect
GLP-1R inv ag: acts as inverse agonist at human GLP-1 receptor. P43220. HEK293 GLP-1R CRE-luciferase, luminescence, 24 h; GLP-1R form is constitutively active. Potency, µM (top dose mostly 38.3 µM), for the others: at the top dose activity change, negative = inhibition, usual class: inhibitors. 410,000 tested, 1.6% active; note: potency is the fitted concentration of half-maximal effect; % is set by controls: 0 for no effect and ±100 for the full control effect; nearly all actives have a fitted effect of over 55% in size
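Inverse agonism was detected as reduced cAMP-driven luciferase luminescence after 24 h compound treatment. The cells were HEK293 clones expressing constitutively active human GLP-1R with the reporter. Reporter-only and GPR119 cell lines served as counterscreen controls.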
WRN helicase inh: WRN helicase (human) inhibition; AID 651768; WRN helicase unwinding, fluorescent forked duplex, kinetic; Potency, µM (highest dose often 114 µM), inactives show at the top dose activity change, negative = inhibition, actives largely listed as inhibitors; Q14191; 360,000 tested, 0.46% active; note: potency is the fitted concentration of half-maximal effect; % is set by controls: 0 for no effect and ±100 for the full control effect; nearly all actives have a fitted effect of over 55% in size
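Kinetic red-fluorescence monitoring (525/598 nm) tracks WRN helicase activity after 100 nM fluorophore-quencher forked duplex and 2 mM ATP are added to 20 nM enzyme pretreated 15 min at room temperature with compound.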
PLK1 PBD block: blocks phosphopeptide binding to human PLK1 polo-box domain | P53350 | Plk1 PBD binding of FITC phosphopeptide, fluorescence polarization | Potency, µM, for inactives: max response, negative = inhibition, usual class: inhibitors | 360,000 tested, 2.8% active; note: potency is the fitted concentration of half-maximal effect; series mostly up to about 57 µM; % is set by controls: 0 for no effect and ±100 for the full control effect; nearly all actives have a fitted effect of over 65% in size
Target sequence (P53350 whole entry, looked up, the tested form may be a part): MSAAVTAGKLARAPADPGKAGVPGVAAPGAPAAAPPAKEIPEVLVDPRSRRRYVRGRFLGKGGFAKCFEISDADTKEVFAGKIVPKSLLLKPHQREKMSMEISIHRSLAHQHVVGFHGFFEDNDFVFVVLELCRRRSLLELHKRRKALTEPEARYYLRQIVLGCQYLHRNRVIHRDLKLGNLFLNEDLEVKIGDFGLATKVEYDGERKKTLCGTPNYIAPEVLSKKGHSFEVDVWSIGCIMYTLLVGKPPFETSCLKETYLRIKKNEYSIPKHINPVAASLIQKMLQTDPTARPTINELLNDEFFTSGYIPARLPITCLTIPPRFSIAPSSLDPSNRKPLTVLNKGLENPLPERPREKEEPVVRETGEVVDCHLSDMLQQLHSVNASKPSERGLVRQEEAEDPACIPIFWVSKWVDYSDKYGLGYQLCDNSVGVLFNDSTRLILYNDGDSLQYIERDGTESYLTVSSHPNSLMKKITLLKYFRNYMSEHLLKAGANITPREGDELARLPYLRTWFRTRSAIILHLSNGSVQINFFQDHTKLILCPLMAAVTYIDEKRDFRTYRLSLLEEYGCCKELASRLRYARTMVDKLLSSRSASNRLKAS
IL2 activator: IL-2 activation; 360,000 tested, 0.065% active; activation, % (series mostly up to about 46 µM); IL-2 activation reporter assay, cell-based qHTS; stimulated with anti-CD3/CD4/CD28 beads; in transgenic mouse T cells; AID 652025; in the data active = activation above about 50%; inconclusive = mostly about 30% to 49%; note: 0% is about no effect
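EGFP and DsRed fluorescence is measured by plate cytometry in unstimulated transgenic mouse T cells exposed to compound for 60 minutes, then stimulated 18 hours at 37 degrees C with anti-CD3/anti-CD4 beads plus anti-CD28.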
PI5P4K alpha inh: PI5P4K alpha (human) kinase inhibition | PI5P4Kalpha enzyme, ADP-Glo luminescence, 60 min; hits give low values | max response, % | 330,000 tested, 1.2% active; active = max response of -50% or lower; inconclusive = between -30% and -50%; inactive = -30% or higher; note: value at the top dose of about 77 µM; % is set by controls: 0 for no effect and ±100 for the full control effect
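qHTS, 1536-well: enzyme/substrate mix, compound by pin tool, 5 microM ATP final; RT 60 min; ADP-Glo reagents 1 (45 min) then 2 (30 min); luminescence.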
DRD3 agonist: D3 dopamine receptor (human) agonism; P35462; D3R DiscoveRx beta-arrestin cells, luminescence, 90 min; max activation, %; 410,000 tested, 0.58% active; in the data active = max activation above about 30%; note: 0% is about no effect; mostly tested at two doses, the higher about 12 µM
Target sequence (P35462 whole entry, looked up): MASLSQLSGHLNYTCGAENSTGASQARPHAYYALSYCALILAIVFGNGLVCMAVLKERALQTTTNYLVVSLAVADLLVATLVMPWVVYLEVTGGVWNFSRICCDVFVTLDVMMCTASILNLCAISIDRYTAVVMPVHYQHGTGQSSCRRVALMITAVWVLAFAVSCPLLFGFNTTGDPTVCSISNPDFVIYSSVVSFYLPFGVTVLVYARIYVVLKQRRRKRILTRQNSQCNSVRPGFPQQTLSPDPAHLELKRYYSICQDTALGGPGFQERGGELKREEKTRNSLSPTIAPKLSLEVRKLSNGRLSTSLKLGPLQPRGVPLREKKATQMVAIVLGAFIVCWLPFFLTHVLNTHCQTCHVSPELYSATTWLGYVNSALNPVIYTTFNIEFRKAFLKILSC
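Cells at 1500/well, incubated overnight, then treated with pinned compounds (dopamine as control) for 90 min at 37 degrees C. DiscoveRx reagent added for 30 - 60 minutes at room temperature; luminescence read.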
DRD3 antagonist: antagonists of human D3 dopamine receptor. P35462. D3R cells, DiscoveRx beta-arrestin luminescence, antagonist mode; hits give low values. max response, negative = inhibition, %. 360,000 tested, 2.5% active; in the data active = max response below about -50%; inconclusive = no clear call, values can overlap the other calls; note: % is set by controls: 0 for no effect and ±100 for the full control effect; mostly tested at two doses, the higher about 12 µM
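Cells expressing the human receptor were seeded at 1500 cells/well, incubated overnight at 37 degrees C in 5% CO2, then exposed to library compounds with dopamine controls for 90 minutes at 37 degrees C before luminescent detection.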
* hit, by the source's call; ? = inconclusive; nt = not tested or not shown; [ ] = remark or other dose. Unless noted, calls come from the whole dose curve; as a rule, active = well fitted curve in the direction sought with a large enough effect; inconclusive = small, poorly fitted or top-dose-only effect, or another doubt; inactive = no such curve, though single readings can be large; an effect the other way counts as inactive or inconclusive. An unsorted share of the library. Share with any hit: about 7.8%.

| Compound | GLP1R cytotox | GLP-1R agonist | GLP-1R inv ag | WRN helicase inh | PLK1 PBD block | IL2 activator | PI5P4K alpha inh | DRD3 agonist | DRD3 antagonist |
| --- | --- | --- | --- | --- | --- | --- | --- | --- | --- |
| COc1ccc(NC(=O)CN(C)S(=O)(=O)c2ccc3c(c2)n(C)c(=O)c(=O)n3C)cc1 | 9.1% | -3.8% | 10.1% | 4.0% | -8.8% | 0.5 | -1.8 | -5.0 | -6.7 |
| O=C(COc1ccc(F)cc1F)NNC(=O)Nc1cccc([N+](=O)[O-])c1 | 6.5% | -3.2% | -22.0% | -27.8% | -8.1% | -2.3 | -4.5 | -16.0 | ? |
| S=C(NCc1ccco1)Nc1ccc(N2CCOCC2)cc1 | -1.1% | -2.4% | 0.3% | -22.1% | 26.7µM* | -0.4 | -8.2 | -5.6 | -5.7 |
| CC(C)C[C@H]1CNC(=O)C(=O)N1C[C@@H]1CCCN1C[C@H](Cc1ccccc1)N1C[C@H](Cc2ccccc2)N(CC2CCCCC2)C(=O)C1=O | -0.4% | -4.9% | 17.5% | -1.0% | -0.4% | -0.5 | -1.6 | 0.2 | 7.7 |
| O=C(CSc1nc(C(F)(F)F)cc(=O)[nH]1)Nc1ccc2c(c1)OCCO2 | 5.9% | -8.1% | 4.5% | -2.3% | 3.5% | 3.3 | -25.2 | 2.8 | 2.2 |
| O=[N+]([O-])c1ccc(-n2nnnc2-c2ccccc2)c([N+](=O)[O-])c1 | 10µM* | -29.4% | ? | -8.3% | -24.1% | -0.1 | 1.0 | 1.8 | -10.4 |
| COc1ccc(CNC(=S)N/N=C/c2ccc(OC)c(OC)c2)cc1 | 14.3% | 1.3% | -3.0% | 11.1% | -9.4% | -0.4 | 6.7 | -4.1 | 0.3 |
| CNC(=O)c1ccccc1-c1cn(C)c2ccccc2c1=O | -7.6% | -0.3% | -7.1% | -1.4% | -7.2% | 4.5 | -7.3 | -4.0 | -7.7 |
| CC1=C(C(=O)Nc2ccccc2)C(c2ccncc2)n2nc(SCc3ccccc3F)nc2N1 (stereo not given) | -8.6% | -0.7% | 9.0% | nt | nt | nt | nt | -18.4 | nt |
| COc1ccc(C2C(C(=O)/C=C/c3ccco3)=C(O)C(=O)N2CCN2CCOCC2)cc1 (stereo not given) | 6.0%[7.66 µM] | -1.5% | -3.3%[7.66 µM] | -21.2% | -19.0% | -0.6 | 0.9 | -8.2 | -1.3 |
| Cc1cc(C)c2c(=O)[nH]c(SCC(=O)c3ccc(C(C)C)cc3)nc2n1 | 4.8% | -0.4% | 0.0% | 11.9% | -5.1% | -2.1 | -0.7 | 0.5 | 13.8 |
| Cc1ccc(C)c(NCC(=O)NNC(=S)Nc2ccccc2)c1 | -7.9% | 0.0% | -18.5% | -4.2% | -3.5% | -0.6 | 8.8 | 12.4 | -1.9 |
| CCCCCCCNC(=O)c1cc(-c2ccncc2)nc2ccccc12 | -0.9% | 7.6% | ? | 3.1% | -9.5% | 1.5 | 11.1 | 5.9 | 24.7 |
| CCn1cc(C(=O)N2CCCC2)c(=O)c2cc(S(=O)(=O)N3CC(C)CC(C)C3)ccc21 (stereo not given) | -0.5% | -3.2% | 27.5% | 2.0% | -21.5% | -4.0 | 0.0 | 5.6 | -2.9 |
| COc1ccc(/C=N/n2cncn2)cc1COc1ccc(NC(C)=O)cc1 | -18.3% | 13.1% | 52.8%[activator] | 7.9% | 26.7µM* | -1.3 | -8.8 | -1.6 | 0.6 |
| CCOc1ccccc1NC(=O)NCc1cccnc1 | -3.5% | 3.7% | -16.1% | -0.4% | -5.8% | -2.5 | 2.1 | -15.5 | -7.3 |
| Cc1ccc(S(=O)(=O)n2ccc(-c3cccc(OCc4c(F)cccc4Cl)c3)n2)cc1 | 9.0% | 3.2% | 0.0% | -9.4% | -1.3% | -3.1 | nt | 1.1 | -14.3 |
| CCOc1ccc(-c2nnn(CC(=O)N3CCCC(C)C3)n2)cc1 (stereo not given) | 3.4% | 11.0% | -27.0% | -3.1% | -1.8% | 0.4 | -0.4 | 9.3 | 4.6 |
| Cc1ccc(SC[C@H](Cc2ccccc2)N2CCN(C)CCC2=O)cc1 | 5.2% | -2.2% | -23.7% | 6.9% | -7.3% | -0.5 | -6.2 | -2.4 | ? |
| CCOc1ccc(N(CC(=O)Nc2ccccc2F)S(=O)(=O)c2c(C)[nH]c(=O)[nH]c2=O)cc1 | -5.7% | -1.4% | 9.4% | -13.8% | -10.4% | 1.4 | -3.3 | 3.8 | 6.4 |
| C#CC(=O)CCC1CCCN1C(=O)OC(C)(C)C (stereo not given) | -27.1% | -0.1% | -14.9% | -6.6% | -15.1% | 0.3 | -1.0 | 24.3 | 18.3 |
| Cc1ccc(NC(=O)CSc2nnc(CNC(=O)C34CC5CC(CC(C5)C3)C4)n2-c2ccc(F)cc2)cc1 | ? | 1.8% | ? | -6.9%[57.1 µM] | 0.3% | -0.5 | 1.5 | -5.5 | 1.7 |
| COc1ccc(C)cc1NC(=O)CSc1nnc(-c2cc3cccc(OC)c3o2)n1N | ? | 0.9% | -41.1% | -13.8% | -3.6% | -0.2 | -4.5 | -7.0 | 37.8 |
| Cc1ccc(NS(=O)(=O)c2c(C)[nH]c(C)c2C(=O)N2CCCCC2)cc1F | 2.2% | 0.0% | -24.4% | -6.4% | -15.1% | 0.3 | 1.4 | -1.0 | -29.8 |
| CN(C(=O)c1ccccc1F)C(c1ccccc1)c1ccccc1 | -9.4% | 11.2% | ? | 5.5% | -8.5% | -0.3 | -6.9 | -10.7 | -19.8 |
| O=C(NCc1cccnc1)C(=O)NCC(c1ccco1)N1CCN(c2ccc(F)cc2)CC1 (stereo not given) | -4.5% | 3.7% | -13.0% | 10.3% | -9.5% | -2.9 | 3.5 | 1.6 | 5.5 |
| COCC(C)NC(=O)Cn1c(SCc2ccccc2)nc2ccccc21 (stereo not given) | 5.0% | 4.2% | -5.0% | -3.7% | 1.2% | 2.7 | 9.6 | 20.0 | 0.5 |
| Cc1onc(-c2ccccc2Cl)c1C(=O)Nc1cccc2cccnc12 | 8.5% | -2.4% | ? | -4.9% | 0.1% | 1.6 | 21.4 | 9.9 | 21.2 |
| FC(F)(F)c1cccc(Cc2noc(CN3CCCC(CN4CCCC4)C3)n2)c1 (stereo not given) | 0.2% | 0.1% | ? | 4.7% | -5.7% | -3.4 | -1.7 | -18.4 | -3.6 |
| O=C(Nc1cccc2ccccc12)c1ccccc1 | -11.5% | 6.1% | -27.4% | 10.1% | -0.6% | -0.8 | 2.4 | 1.5 | 5.3 |
| COc1ccc2cc3cc(C(=O)NCCN4CCN(Cc5ccccc5)CC4)oc3nc2c1 | 1.2% | -2.2% | 7.8% | 3.4% | 1.1% | 1.3 | 6.6 | -12.4 | -60.9* |
| O=C(Cn1ccc(C(F)(F)F)n1)Nc1ccc(S(=O)(=O)NCc2ccco2)cc1 | 8.8% | -2.4% | -18.6% | -4.9% | -6.8% | -3.6 | -0.6 | -0.7 | -14.4 |
| Cc1onc(-c2c(F)cccc2Cl)c1C(=O)N(C)CCc1ccccn1 | 9.9% | 8.3% | 19.4% | 6.1% | -4.8% | 0.7 | 5.6 | -2.1 | -5.9 |
| CSCCNCc1cn(-c2ccc(F)cc2F)nc1-c1ccccc1C | -9.6%[0.307 µM] | 14.5% | 1.3%[0.307 µM] | -2.6% | -6.4% | 2.4 | 0.5 | -9.2 | 1.1 |
| CCc1cc([N+](=O)[O-])cc(CC)c1N | -20.1% | -3.9% | -6.4% | -6.1% | 1.6% | -0.6 | 2.3 | 0.9 | 10.2 |
| O=C(O)CSc1nnnn1-c1ccc2c(c1)OCCO2 | 1.4% | 7.1% | 0.0% | 4.5% | -5.0% | -0.8 | -19.0 | -4.0 | -12.4 |
| Cc1cc(OCC(=O)OCC(=O)NCCN2C(=O)CSC2=O)ccc1Cl | 1.7% | -1.0% | -3.1% | -5.4% | -3.1% | 1.0 | -11.9 | 0.8 | -6.3 |
| Cc1ccc(S(=O)(=O)CCC(=O)OCC(=O)c2cc(C)ccc2C)cc1 | 0.1% | -7.6% | 4.8% | 3.6% | 1.4% | -3.6 | -1.2 | -6.1 | 4.3 |
| Cc1nc(-c2ccc(-n3nncc3-c3ccco3)cc2)cs1 | -1.2% | 18.9% | -43.1% | -7.9% | 2.2% | -2.3 | -25.8 | -2.0 | -11.8 |
| Cc1cccc(NC(=O)CSCC(=O)Nc2cccc3ncccc23)c1 | 4.3% | -11.3% | -13.6% | 3.7% | -8.0% | -4.2 | 1.4 | 3.3 | 17.5 |
| COC(=O)c1ccc(CC(=O)c2c(C)cc(O)cc2O)o1 | -10.1% | 3.8% | -2.0% | ? | -20.0% | -4.4 | -22.4 | -0.3 | ? |
| CC(C)c1ccc(-c2nnc(SCC(=O)NC3CC3)n2C)cc1 | -4.9% | -7.1% | 19.5% | -0.9% | 7.9% | -0.7 | -0.6 | 7.0 | -1.9 |
| O=C(Cn1nnc(-c2ccccc2)n1)N/N=C/c1cc([N+](=O)[O-])c(Cl)cc1Cl | 5.8% | -3.0% | -5.2% | -21.9% | -26.0% | -1.6 | 1.7 | 1.0 | -27.0 |
| O=C(NN=C(c1ccccc1)c1ccccn1)c1ccccc1 | ? | -5.2% | ? | -1.1% | -2.6% | -0.6 | -1.7 | -14.1 | -56.2* |
| CC(C)NC(=O)c1ccc(Cn2c(SCC(N)=O)nc3ccccc3c2=O)cc1 | -0.3% | -2.2% | -0.9% | nt | nt | nt | nt | 1.8 | nt |
| C/C(=C/c1ccccc1)C(=O)N1CCN(c2ccccc2)CC1 | 2.9% | -1.4% | 15.4% | 0.6% | -1.3% | -0.4 | -0.4 | 0.3 | 9.7 |
| CC(=O)NC(CCS(C)(=O)=O)C(=O)Nc1ccc(Cl)c(Cl)c1 (stereo not given) | -0.4% | 5.4% | -7.9% | 6.1% | -1.6% | -1.0 | 2.5 | -1.5 | -14.8 |
| Cc1nn2cc(-c3ccc(-c4ccccc4)cc3)nc2s1 | 5.9% | 3.2% | -7.8% | 1.4% | -0.8% | 4.2 | -0.1 | 0.4 | ? |

From PubChem BioAssay
